# Screens deposited in PubChem by several laboratories.
# LYP inhibition: PTPN22 lymphoid phosphatase activity blockers – biochemical, fluorescence intensity, uHTS (AID 1779). recombinant LYP phosphatase, fluorescence intensity; higher % means a stronger effect. inhibition, % at 11.5 µM; hits with a dose series show IC50 in µM. 290,000 compounds, 0.054% hits;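 also: plate controls were vehicle with enzyme for no effect and no enzyme for full effect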
# PMI inhibition: MPI inhibition at elevated mannose 6-phosphate – biochemical, fluorescence intensity, high mannose 6-phosphate, primary screen (AID 1220); 190,000 compounds, 0.66% hits; inhibition, % at 20 µM; hits with a dose series show IC50 in µM; recombinant PMI enzyme, coupled fluorescence intensity; higher % means a stronger effect
# M1AAP inhibition: P. falciparum M1AAP inhibitors, biochemical, fluorogenic H-Leu-NHMec substrate, 1536-well (AID 1445); recombinant M1AAP, H-Leu-NHMec fluorogenic kinetic assay; higher % means a stronger effect; inhibition, % at 30 µM, or IC50 in µM where a hit was titrated; 220,000 compounds, 0.42% hits;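 active = primary inhibition above the hit cutoff, then over 50% inhibition at one or more dose response concentrations, cut at about 23% in these data, passing the limit was not always enough; inconclusive = conflicting primary data, or primary hits not chosen for dose response; inactive = low primary inhibition, or under 50% at every dose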;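 also: plate controls were DMSO full reaction for no effect and no enzyme background for full effect; strong numbers were not always called active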
# AID2073: disruptors of CaV2.2 binding to Mint1 – biochemical, HTRF (AID 2073) | HTRF protein-protein interaction, Mint1-CaV2.2; higher % means a stronger effect | inhibition, % at 20 µM; hits with a dose series show IC50 in µM | 290,000 compounds, 0.19% hits; in the data active = inhibition mostly above about 51%, no sharp cut-off; inconclusive = no clear call, values can overlap the other calls; inactive = mostly below about 53%; also: some results filed as inactive read as strong as hits
# human PMI inhibition: MPI enzyme activity inhibition – biochemical, fluorescence intensity, coupled assay, primary screen (AID 1209); purified PMI enzyme, coupled fluorescence intensity; higher % means a stronger effect; one-dose inhibition, % at 20 µM; IC50 in µM for titrated hits; 190,000 compounds, 0.42% hits;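 also: plate controls were DMSO vehicle for no effect and wells lacking substrate for full effect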
# Dynein transport: dynein cargo transport inhibition. 3617.4 mouse cells, GR-EGFP nuclear translocation imaging; test concentration mostly 20 µM; stimulated with dexamethasone, 1 µM; stronger effect = lower value. z-score, hits read low. 220,000 compounds, 0.47% hits. AID 1381;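 active = plate z-score of nuclear minus cytoplasmic receptor signal below a set negative limit, without overly bright fluorescence or cell loss, cut at about -3.5 in these data, passing the limit was not always enough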;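 also: z-score of nuclear minus cytoplasmic ring GR-EGFP intensity difference per well; some compounds called inactive have numbers as strong as hits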
#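 Buffer or medium: Induction medium lacking tetracycline, stripped serum | Also added: Dexamethasone agonist, 1.0 µM final, for 30 min | Timing: 48 h induction, 1 h compound, 30 min dex at 37 °C | Detection: Formaldehyde fixation, Hoechst nuclear stain, 10x automated fluorescence imaging | Measure: Nuclear versus cytoplasmic GR-EGFP signal, averaged per well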
# Siah-1 displacement: Siah-1 peptide-binding antagonists, primary screen, biochemical, fluorescence polarization, rhodamine-plectin, uHTS (AID 1817). Siah-1 / rhodamine-plectin peptide fluorescence polarization; higher % means a stronger effect. displacement, % at 20 µM, or IC50 in µM where a hit was titrated. 290,000 compounds, 0.02% hits;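 active = displacement of at least 50% at 20 µM, with a fluorescence ratio check between 0.3 and a set limit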;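 also: plate controls were Siah plus tracer with DMSO for no effect and tracer alone without Siah for full effect; strong numbers were not always called active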
# M17LAP inhibition: P. falciparum M17LAP inhibitors, primary screen, biochemical, fluorogenic H-Leu-NHMec substrate, 1536-well (AID 1619); recombinant M17LAP, H-Leu-NHMec fluorogenic kinetic assay; higher % means a stronger effect; inhibition, % at 30 µM, or IC50 in µM where a hit was titrated; 220,000 compounds, 0.38% hits;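 active = compound inhibiting the enzyme by more than half at any dose during confirmatory dose-response retesting; inconclusive = strong single-dose inhibitors picked by rank but not retested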;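 also: plate controls were full reaction with DMSO carrier for no effect and no enzyme background for full effect; strong numbers were not always called active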
# XIAP displacement: XIAP antagonists, biochemical, IAP family, fluorescence polarization (AID 1018). XIAP BIR domain, fluorescence polarization peptide displacement; higher % means a stronger effect. displacement, % at 20 µM; hits with a dose series show IC50 in µM. 200,000 compounds, 0.007% hits; in the data active = displacement above about 50%; also: a part of the inactive calls stands beside numbers as strong as those of hits
# Dynein transport cytoplasmic EGFP: second read-out of Dynein transport, no call of its own (marks repeat the call); z-score; measured here: cytoplasmic GR-EGFP intensity; stronger effect = higher value
# Dynein transport nuclear GR-EGFP: recorded beside Dynein transport, whose call it bears; z-score; measured here: nuclear GR-EGFP intensity;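 lower value marks the stronger effect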
# Dynein transport cell count: recorded beside Dynein transport, whose call it bears; z-score; measured here: cell count per field
# Active calls of the source: *; ? = inconclusive; / = not tested or not shown. Rule as the data show it, unless noted: active = inhibition above about 50%; inactive = the rest.
LYP inhibition	PMI inhibition	M1AAP inhibition	AID2073	human PMI inhibition	structure	Dynein transport	Dynein transport cytoplasmic EGFP	Dynein transport nuclear GR-EGFP	Dynein transport cell count	Siah-1 displacement	M17LAP inhibition	XIAP displacement
-8%	-4%	3%	-6%	-6%	COc1cc2c(cc1OC)C(C)N(C(C)=O)CC2 (stereo unspecified)	-0.8	-0.25	-0.8	1.8	-3%	3%	-2.4%
-8%	4%	-5%	-1%	9%	Cc1cc(NC(=O)COc2nnc(-c3ccccc3)c3ccccc23)no1	-0.096	-0.26	0.046	0.16	0%	1%	-2.7%
-8%	-4%	5%	20%	-8%	Cc1cc(Cl)c(S(=O)(=O)N2CCCC2)cc1OCC(N)=O	-0.42	0.039	-0.041	0.18	-2%	1%	-6.1%
-8%	-7%	1%	21%	-7%	O=C(O)c1ccc(N(c2ccccc2)c2ccccc2)cc1	-0.22	-0.15	-0.46	-1	5%	38%	-4.4%
-6%	-2%	7%	-9%	-3%	CN(Cc1cccs1)C(=O)/C=C/c1ccccc1[N+](=O)[O-]	-0.014	-0.23	-0.099	0.28	-4%	1%	-0.9%
-1%	16%	4%	4%	14%	CCOP(=O)(c1ccccc1)c1nc(-c2ccccc2Cl)oc1N1CCCCC1 (stereo unspecified)	1.8	-0.25	1.7	-1.4	3%	0%	-5.4%
-12%	5%	-15%	9%	2%	CCc1noc(C)c1C(=O)N1CCCC(C(=O)c2ccc(OC)c(F)c2)C1 (stereo unspecified)	-1.1	-0.19	-0.71	1.1	-11%	5%	-5.9%
-2%	1%	-3%	1%	3%	CCn1c(SCc2ccc(Cl)cc2)nnc1-c1ccccc1	-0.45	-0.29	-0.28	0.025	4%	1%	-5.1%
0%	-10%	0%	10%	-7%	Cc1nn(Cc2ccccc2Cl)c(C)c1C(=O)NC1=NCCS1	-0.027	-0.22	0.27	0.12	2%	3%	-1.5%
-5%	-2%	2%	-4%	3%	Cn1ccnc1C(=O)C1CCCN(Cc2cn[nH]c2-c2ccc(-c3ccccc3)cc2)C1 (stereo unspecified)	-0.26	-0.33	-0.38	1.8	6%	-4%	-3.7%
-1%	12%	9%	11%	12%	O=C(O)C(Cc1c[nH]c2ccccc12)N1C(=O)C2C3c4ccccc4C(c4ccccc43)C2C1=O (stereo unspecified)	-0.73	-0.22	-0.41	0.84	2%	38%	-8.1%
12%	15%	5%	-3%	15%	CC1(C)CC(=O)C2=C(C1)OC(N)=C(C#N)C2c1cn(-c2ccccc2)nc1-c1ccc(F)cc1 (stereo unspecified)	-0.76	-0.13	-0.32	-0.86	-4%	8%	-5.8%
-7%	-5%	0%	1%	-18%	CC(C)(C(=O)O)n1cncn1	-0.65	-0.38	-0.045	0.034	10%	-2%	-5.7%
3%	24%	7%	-1%	30%	Cc1cccc(Nc2nc(NCc3ccco3)nc(N3CCOCC3)n2)c1	1.1	-0.15	0.54	-0.77	4%	1%	-7.7%
-7%	4%	3%	15%	5%	COc1ccc(Oc2coc3c(CN4CCOCC4)c(O)ccc3c2=O)cc1	0.32	-0.2	-0.084	-0.082	-2%	2%	-3.8%
-6%	-13%	7%	-2%	-12%	Cc1ccccc1C(C(=O)NCc1ccco1)N(CC1CCCO1)C(=O)Cn1nnc2ccccc21 (stereo unspecified)	0.75	-0.17	0.56	-0.83	-10%	6%	-4.8%
1%	-19%	3%	8%	-26%	O=C(O)c1ccc(-c2ncc[nH]2)cc1	1.9	-0.17	0.93	-0.79	0%	-1%	-6.1%
-6%	-2%	12%	6%	-2%	Cc1ccc(S(=O)(=O)C(C)C(=O)c2ccc3c(c2)OCCO3)cc1 (stereo unspecified)	-0.14	-0.29	-0.08	0.42	0%	10%	0.9%
-7%	3%	1%	7%	7%	COc1ccccc1N1CCN(C(=O)c2cc(-c3cccc(Cl)c3)on2)CC1	-1.6	-0.44	-0.76	0.87	-6%	-9%	-1.8%
-4%	1%	5%	?	4%	CCOC(=O)C1=C(C)NC(C)=C(C(=O)OCC)C1C(=O)OCC(=O)NC(C)C	0.083	-0.22	0.46	-0.69	1%	-10%	3.3%
-9%	2%	0%	14%	6%	CCc1nnc(NC(=O)CSc2nnc3c4ccccc4n(C)c3n2)s1	-0.4	-0.19	0.3	1.6	3%	-1%	-1.1%
-2%	-5%	3%	2%	-8%	CCOC(=O)C(NC(=O)NC1CCCCC1)(c1ccccc1)C(F)(F)F (stereo unspecified)	1.5	-0.0054	1.2	-1.3	2%	-5%	-3.9%
-6%	9%	-4%	-2%	5%	Cc1nc(=O)c(-c2ccccc2)c(C)n1CCCCCC(=O)O	-0.38	-0.26	-0.2	0.58	0%	-4%	-0.8%
-2%	6%	0%	-3%	1%	Cn1c(=O)c2c(nc(SCC(=O)c3cccs3)n2Cc2ccc(F)cc2)n(C)c1=O	-0.48	-0.22	-0.072	0.87	3%	-3%	-2.2%
3%	-4%	0%	-11%	0%	Cc1ccc(NC(=S)NCC(C)CSc2ccc(Cl)cc2)cc1 (stereo unspecified)	-0.013	-0.28	0.12	0.01	8%	0%	-7.0%
-6%	10%	1%	0%	13%	CC12CCC(C(=O)Nc3ccccc3Br)(C/C1=N\O)C2(C)C (stereo unspecified)	0.52	-0.19	0.48	-1.3	1%	13%	-2.9%
-4%	17%	5%	5%	19%	COc1ccccc1N1CCN(C(c2cccs2)C(C)NS(=O)(=O)c2ccccc2)CC1 (stereo unspecified)	0.9	-0.13	0.75	-0.22	0%	-13%	-1.3%
-1%	8%	-4%	-8%	6%	COCCC(=O)NC12CC3CC(CC(C3)C1)C2	-0.98	-0.047	-0.51	1.1	2%	3%	22%
-2%	9%	7%	12%	4%	CCC1=NN(C(=O)C(=O)NCCc2ccccc2)C(O)(C(F)(F)F)C1 (stereo unspecified)	-1.4	-0.1	-0.24	1.8	8%	3%	-4.2%
6%	11%	6%	-1%	10%	COc1ccc(-c2noc(C3CCCN(C(=O)CCc4ccccc4)C3)n2)cc1 (stereo unspecified)	-0.6	-0.15	-0.95	-0.2	2%	4%	-0.9%
-1%	7%	7%	-5%	11%	C=CCNc1nc(N2CCCC2)nc2ccccc12	-0.85	-0.22	-0.41	-0.5	-4%	7%	-1.2%
-3%	/	-2%	15%	/	Nc1ccc(C(=O)OCCCc2nc3cc4ccccc4cc3[nH]2)cc1	2.1	0.36	2.2	-3	-2%	-3%	/
-1%	4%	58µM*	10%	6%	NNC(=O)Cn1c(-c2nonc2N)nc2ccccc21	-0.23	-0.3	0.16	0.44	2%	52%	-5.9%
-4%	-1%	-11%	0%	-2%	C/C=C/C(=O)N1c2ccccc2C(C)=CC1(C)C	1.8	-0.18	0.87	-1.2	2%	-10%	-5.0%
-2%	-52%	10%	7%	-34%	CC(C)=C1C(=O)NN(c2ccc(F)c(Cl)c2)C1=O	0.084	-0.19	-0.1	-0.072	0%	36%	-4.8%
0%	1%	-2%	4%	-6%	CCc1c(C)sc2nc(SCC(=O)Nc3cc(C)on3)n(CCOC)c(=O)c12	2	0.045	1.6	-2	-1%	6%	-4.2%
-2%	-3%	-2%	2%	6%	CCCn1c(C)cc(C)c(C#N)c1=O	-0.21	-0.15	0.54	0.16	-4%	4%	-2.1%
-1%	12%	/	12%	8%	CCOC(=O)C1=NN(C(=O)COc2ccccc2)C(O)(c2ccc(Cl)cc2)C1 (stereo unspecified)	-0.99	-0.12	-0.19	1.2	8%	/	7.0%
-2%	5%	-7%	17%	0%	O=C(NCc1cccnc1)c1sc2ccccc2c1Cl	-0.22	-0.21	0.23	0.44	-4%	-1%	-3.0%

# Complete entries, looked up by structure. Screens in order: LYP inhibition, PMI inhibition, M1AAP inhibition, AID2073, human PMI inhibition, Dynein transport, Dynein transport cytoplasmic EGFP, Dynein transport nuclear GR-EGFP, Dynein transport cell count, Siah-1 displacement, M17LAP inhibition, XIAP displacement
# COc1ccccc1N1CCN(C(c2cccs2)C(C)NS(=O)(=O)c2ccccc2)CC1 (stereo unspecified) is listed with -4%, 17%, 5%, 5%, 19%, 0.9, -0.13, 0.75, -0.22, 0%, -13%, -1.3%
# CN(Cc1cccs1)C(=O)/C=C/c1ccccc1[N+](=O)[O-] is listed with -6%, -2%, 7%, -9%, -3%, -0.014, -0.23, -0.099, 0.28, -4%, 1%, -0.9%
# CCC1=NN(C(=O)C(=O)NCCc2ccccc2)C(O)(C(F)(F)F)C1 (stereo unspecified) is listed with -2%, 9%, 7%, 12%, 4%, -1.4, -0.1, -0.24, 1.8, 8%, 3%, -4.2%
# Nc1ccc(C(=O)OCCCc2nc3cc4ccccc4cc3[nH]2)cc1 is listed with -3%, /, -2%, 15%, /, 2.1, 0.36, 2.2, -3, -2%, -3%, /

# M1AAP inhibition, hit marks shown above.
LYP inhibition	PMI inhibition	M1AAP inhibition	AID2073	human PMI inhibition	structure	Dynein transport	Dynein transport cytoplasmic EGFP	Dynein transport nuclear GR-EGFP	Dynein transport cell count	Siah-1 displacement	M17LAP inhibition	XIAP displacement
-1%	4%	58µM*	10%	6%	NNC(=O)Cn1c(-c2nonc2N)nc2ccccc21	-0.23	-0.3	0.16	0.44	2%	52%	-5.9%
